EPAC1 agonist: qHTS for Agonist of cAMP-regulated guanine nucleotide exchange factor 3 (EPAC1): primary screen | Rap guanine nucleotide exchange factor 3 (Homo sapiens), O95398 | EPAC1 agonist qHTS, biochemical assay; response scale: 100% = response to 6.5 mM cAMP | Potency, µM (series often up to 154 µM), for the others: at the top dose activation, hits mostly activators | actives 0.073% (n = 360,000); note: potency is the fitted concentration of half-maximal effect; nearly all actives have a fitted effect of over 60% in size
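Normalized to 6.5 mM cAMP, activity reflects EPAC1-catalysed release of BODIPY-GDP from Rap1B, followed kinetically over 30 min at 480 nm excitation, 540 nm emission. Reaction contained 100 nM EPAC1, 250 nM Rap1B-BODIPY-GDP, 50 uM GDP.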
EPAC1 antagonist: qHTS for Antagonist of cAMP-regulated guanine nucleotide exchange factor 3 (EPAC1): primary screen | Potency, µM (doses to about 115 µM), inactives show at the top dose activity change, negative = inhibition, usual class: inhibitors | actives 0.14% (n = 360,000) | EPAC1 GEF assay, Rap1b-BODIPY-GDP exchange fluorescence | Rap guanine nucleotide exchange factor 3 (Homo sapiens), O95398;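 note: potency is the fitted concentration of half-maximal effect; plate controls were vehicle for no effect and positive control for full effect; nearly all actives have a fitted effect of over 50% in size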
PI5P4Ka inh: qHTS for Inhibitors of phosphatidylinositol 5-phosphate 4-kinase (PI5P4K); Phosphatidylinositol 5-phosphate 4-kinase type-2 alpha (Homo sapiens), P48426; PI5P4Kalpha enzyme, ADP-Glo luminescence, 60 min; hits give low values; max response, %; actives 1.2% (n = 330,000); AID 652105, 2013; active = max response of -50% or lower; inconclusive = between -30% and -50%; inactive = -30% or higher; note: value at the top dose of about 77 µM; % is set by controls: 0 for no effect and ±100 for the full control effect
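Compounds were pin-transferred onto PI5P4Kalpha and substrate in HEPES pH 7.4 buffer with EGTA, CHAPS and 5% DMSO. ATP (5 microM final) started the reaction, which ran 60 minutes at room temperature before ADP-Glo detection.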
WRN inhibitor: qHTS for Inhibitors of WRN Helicase | actives 0.46% (n = 360,000) | Bifunctional 3'-5' exonuclease/ATP-dependent helicase WRN (Homo sapiens), Q14191 | Potency, µM (highest dose often 114 µM), for the others: at the highest dose activity change, negative = inhibition, hits mostly inhibitors | WRN helicase unwinding, fluorescent forked duplex, kinetic; note: potency is the fitted concentration of half-maximal effect; % is set by controls: 0 for no effect and ±100 for the full control effect; nearly all actives have a fitted effect of over 55% in size
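WRN at 20 nM final preincubated with compound 15 min at room temperature; reaction started with 100 nM fluorophore/quencher forked duplex oligonucleotide and 2 mM ATP final. Unwinding followed kinetically by red fluorescence (ex 525, em 598 nm).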
EPAC2 agonist: qHTS for Agonist of cAMP-regulated guanine nucleotide exchange factor 4 (EPAC2): primary screen | EPAC2 activation, biochemical qHTS; response scale: 100% = 6.5 mM cAMP response | Potency, µM (highest dose often 154 µM), without a hit: at the top dose activation, most hits filed as activators | actives 0.079% (n = 360,000); note: potency is the fitted concentration of half-maximal effect; nearly all actives have a fitted effect of over 50% in size
Target sequence (Q8WZA2 whole entry, looked up): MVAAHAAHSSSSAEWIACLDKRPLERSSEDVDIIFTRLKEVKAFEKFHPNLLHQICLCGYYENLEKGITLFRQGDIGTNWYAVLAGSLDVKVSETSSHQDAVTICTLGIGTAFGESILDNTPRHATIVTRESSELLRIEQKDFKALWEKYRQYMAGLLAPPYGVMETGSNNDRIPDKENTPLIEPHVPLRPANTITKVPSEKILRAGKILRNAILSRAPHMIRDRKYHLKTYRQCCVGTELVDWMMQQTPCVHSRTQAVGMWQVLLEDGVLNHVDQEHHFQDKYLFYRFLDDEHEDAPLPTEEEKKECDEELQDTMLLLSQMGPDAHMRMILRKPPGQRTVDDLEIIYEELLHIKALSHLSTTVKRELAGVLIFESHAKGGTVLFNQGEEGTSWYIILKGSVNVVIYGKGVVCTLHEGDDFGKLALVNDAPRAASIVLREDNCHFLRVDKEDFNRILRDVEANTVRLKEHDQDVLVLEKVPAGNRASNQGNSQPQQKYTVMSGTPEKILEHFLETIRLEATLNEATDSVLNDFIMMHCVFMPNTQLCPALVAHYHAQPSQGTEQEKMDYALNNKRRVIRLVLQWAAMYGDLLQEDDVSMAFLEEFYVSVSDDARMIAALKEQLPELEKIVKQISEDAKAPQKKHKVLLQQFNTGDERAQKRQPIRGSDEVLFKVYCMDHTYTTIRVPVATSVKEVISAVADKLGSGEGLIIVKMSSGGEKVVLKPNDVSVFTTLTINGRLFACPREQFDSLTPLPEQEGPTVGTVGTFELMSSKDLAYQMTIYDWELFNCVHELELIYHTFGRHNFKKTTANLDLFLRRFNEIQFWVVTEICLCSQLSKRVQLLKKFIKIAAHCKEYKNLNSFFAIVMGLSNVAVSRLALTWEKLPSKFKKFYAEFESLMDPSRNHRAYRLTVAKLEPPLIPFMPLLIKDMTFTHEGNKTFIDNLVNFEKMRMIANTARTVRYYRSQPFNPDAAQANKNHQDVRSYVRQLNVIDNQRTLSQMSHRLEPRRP
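Compounds were titrated in qHTS against a Rap1B-BODIPY-GDP (250 nM) complex with EPAC2 (100 nM) and GDP (50 uM). BODIPY-GDP release tracked at 480/540 nm over 30 min at room temperature, normalized to 6.5 mM cAMP.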
CCT modulator: High-Throughput Screening for Modulators of Cytosolic Chaperonin Activity. purified chaperonin ATPase assay, HTRF ADP detection, 30 min. activity change, % (concentration not given with the values), hits read low. actives 0.3% (n = 360,000); in the data active = activity change below about -30%; note: % is set by controls: 0 for no effect and ±100 for the full control effect
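TRiC at 40 or 20 nM final (batch-dependent) in 30 mM Tris pH 7.4, 100 mM KCl, 5 mM MgCl2, 1 mM DTT, with compound at single 76 uM and 10 uM ATP, 30 min at 37 deg C. ADP detected by HTRF Transcreener, 665/615 ratio.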
PLK1 PBD inh: qHTS for Inhibitors of PLK1-PDB (polo-like kinase 1 - polo-box domain): Primary Screen | Serine/threonine-protein kinase PLK1 (Homo sapiens), P53350 | Plk1 PBD binding of FITC phosphopeptide, fluorescence polarization | Potency, µM, inactives show max response, negative = inhibition, most hits filed as inhibitors | actives 2.8% (n = 360,000) | AID 720504, 2013; note: potency is the fitted concentration of half-maximal effect; series mostly up to about 57 µM; % is set by controls: 0 for no effect and ±100 for the full control effect; nearly all actives have a fitted effect of over 65% in size
IL-2 act: qHTS of IL-2 Activators | IL-2 activation reporter assay, cell-based qHTS; stimulated with anti-CD3/CD4/CD28 beads; in transgenic mouse T cells | activation, % (series mostly up to about 46 µM) | actives 0.065% (n = 360,000) | AID 652025, 2013; in the data active = activation above about 50%; inconclusive = mostly about 30% to 49%; note: 0% is about no effect
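First, unstimulated transgenic mouse T cells were exposed to compound for 60 min. Next, anti-CD3/anti-CD4-coated beads with anti-CD28 were added. Finally, after 18 h at 37 degrees C, EGFP and DsRed were imaged.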
* hit, by the source's call; ? = inconclusive; · = no result given; [ ] = another dose, or the depositor's remark. Unless noted, calls come from the whole dose curve; as a rule, active = well fitted curve in the direction sought with a large enough effect; inconclusive = small, poorly fitted or top-dose-only effect, or another doubt; inactive = no such curve, though single readings can be large; an effect the other way counts as inactive or inconclusive. Only part of the results is shown, so the mix of outcomes need not match the whole.

SMILES | EPAC1 agonist | EPAC1 antagonist | PI5P4Ka inh | WRN inhibitor | EPAC2 agonist | CCT modulator | PLK1 PBD inh | IL-2 act
COc1ccc(/C=N/Nc2nncc3ccccc23)cc1 | -13% | -1% | -29 | -13% | 2% | -2.4 | -28% | -0.7
COc1cc2c(cc1OC)CN(C(=O)c1ccc(OC)c(S(=O)(=O)N3CCCC3)c1)CC2 | 1% | 3% | -1 | 0% | 11% | -2.7 | -8% | -4.1
O=C(NCc1nc2ccccc2[nH]1)C1=C[C@H](c2ccccc2)C[C@H](OCCCCO)O1 | -2% | -22% | 0 | 0% | 5% | 0.2 | 4% | 0.6
O=C(Nc1c(F)cc(F)cc1Br)C1CCCO1 (configuration not stated) | 6% | 0% | · | -4% | 7% | -3.5 | -3% | 0.0
Cc1cc(N)n(-c2ccc(S(N)(=O)=O)cc2[N+](=O)[O-])n1 | 5% | -19% | 4 | 2% | 16% | -1.3 | -8% | 1.7
CC(C)(C)NC(=O)C(=O)NCCC1=CCCCC1 | 7% | 7% | 7 | 0% | 0% | 0.9 | 21µM* | 0.4
CN(C)C(=O)C(Sc1ccc(S(=O)(=O)N2CCCC2)cn1)c1ccccc1 (configuration not stated) | 13% | 5% | -6 | -7% | 2% | 0.3 | 0% | 1.9
CCCS(=O)(=O)c1c(S(=O)(=O)CCC)c2c(C(N)=O)cccn2c1C(=O)c1ccc(F)cc1 | -10% | -14% | 0 | -1% | 5% | 0.9 | 2% | 0.6
N#Cc1cccc(CN2CCC(=O)N([C@H](CO)Cc3ccccc3)CC2)c1 | 3% | -5% | -2 | 3% | 9% | -2.9 | -12% | -0.3
COc1ccc2nc(Nc3ccccc3)sc2c1 | 8% | -15% | -6 | -9% | 19% | 0.0 | -10% | -1.9
COCCCNC(=O)C1CC(=O)N(CCc2ccccc2)C1 (configuration not stated) | 8% | -3% | · | 1% | 12% | -1.0 | -7% | 0.8
CCCCN1C(=O)C(=O)NC[C@@H]1C(C)CC (some centres not stated) | 10% | -8% | 1 | -1% | 16% | 0.2 | -9% | 0.3
CN(CC1COc2ccccc2O1)C(=S)Nc1ccccc1F (configuration not stated) | 5% | 3% | -4 | -14% | 15% | 0.1 | -5% | -0.1
O=[N+]([O-])c1ccccc1N/N=C/c1cc2ccccc2nc1Cl | -2% | -3% | · | 1% | -1% | -13 | -3% | -2.5
COC(=O)C1C2C=CC3(CN(c4cccc(Cl)c4)C(=O)C13)O2 (configuration not stated) | -12% | -8% | -4 | 0% | 9% | 0.9 | -10% | -2.6
CC1CCCCC12NC(=O)N(CC(=O)NC(=O)Nc1ccc3c(c1)OCCO3)C2=O (configuration not stated) | 1% | -14% | -5 | -22% | 1% | 2.4 | 1% | -2.6
CCOc1ccc(C(=O)Nc2ccc(N3CCN(S(C)(=O)=O)CC3)cc2)cc1[N+](=O)[O-] | -14% | -24% | 1 | -2% | -1% | 0.6 | -16% | 0.3
CN(C(=O)c1cccc(NC(=O)Cc2ccccc2)c1)c1ccccc1 | 6% | 16% | 3 | 11% | 3% | 0.4 | -4% | 0.0
Cn1cnnc1SCc1ccccc1 | 1% | -14% | -4 | 6% | 1% | -0.5 | -9% | 9.4
c1ccc(Cn2ccnc2-c2ccco2)cc1 | 0% | -3% | 2 | -8%[57.1 µM] | 5% | 0.1 | 0% | -0.7
CCN(C(=O)COC(=O)c1oc2ccc(OC)cc2c1C)C1CCCCC1 | 7% | -1% | -1 | 5% | -3% | -2.1 | 3% | -4.1
CCCNC(=S)Nc1ccc(Br)cc1 | -4% | -1% | -3 | 2% | 17% | -2.0 | -7% | -0.4
CCOc1ccc(CN(C)C(=O)CNC(=O)c2ccccc2)cc1 | 7% | -3% | 8 | -7% | 5% | 1.4 | -6% | 0.3
CC(=O)Nc1cccc(N=NN2CCCCC2)c1 | -3% | -28% | -5 | -4% | 18% | 0.6 | -8% | 0.5
Cc1cc(Cl)c(S(=O)(=O)Nc2ccc(Cl)cn2)cc1OCC(N)=O | 1% | 10% | -8 | -7% | 0% | 0.6 | 1% | 1.2
Following part
SMILES | EPAC1 agonist | EPAC1 antagonist | PI5P4Ka inh | WRN inhibitor | EPAC2 agonist | CCT modulator | PLK1 PBD inh | IL-2 act
COc1cc(NC(=S)Nc2cccnc2)cc(OC)c1 | -5% | -6% | -13 | -5% | 1% | -2.0 | 24µM* | 0.3
COc1ccc(O)c(CN2CCCC(C(=O)Nc3cccc(-n4cccn4)c3)C2)c1 (configuration not stated) | -1% | -4% | 3 | -10% | -15% | 0.2 | -2% | -3.3
COc1ccc(OCC(=O)N(C)CC2COc3ccccc3O2)cc1 (configuration not stated) | 6% | -17% | 2 | -10% | 4% | -0.5 | -18% | 0.0
CCCCNC(=O)CC1S/C(=N/N=C/c2ccc(OC)cc2)NC1=O (configuration not stated) | -1% | 0% | -2 | 4% | -13% | -0.8 | 4% | -0.4
COc1cc(C(=O)NC(=S)Nc2ccc3ccccc3c2)cc(OC)c1OC | 4% | -1% | 2 | -9% | 7% | -1.1 | -9% | -3.1
CC(=O)Nc1ccc(S(=O)(=O)NCC(=O)OCC(=O)Nc2sccc2C(N)=O)cc1 | -3% | 6% | -23 | 1% | 11% | 1.9 | -12% | 2.5
COC(=O)NNC(=O)Cc1cccc2ccccc12 | -7% | 0% | 4 | 6% | 2% | -1.9 | -6% | -0.6
CCC(=O)N(CC(=O)Nc1sc(C)c(C)c1C(N)=O)C1CCCC1 | -12% | -13% | 13 | 12% | 5% | -17 | -4% | -0.5
OCC1OC(Oc2c[nH]c3ccccc23)C(O)C(O)C1O (configuration not stated) | -30% | 3% | -11 | 0% | 5% | -4.2 | ? | -0.5
CCOC(=O)COc1ccc2ccccc2c1/C=C/[N+](=O)[O-] | -2% | -1% | 4 | ? | 3% | 0.3 | 6µM* | 2.0
Cc1ccc2c(c1)NC(=O)C(CC(=O)NCc1ccc(F)cc1)O2 (configuration not stated) | 0% | -3% | 3 | -1% | 4% | -1.4 | -15% | -0.7
O=c1c2cc(Cl)ccc2[nH]c(=S)n1Cc1cccs1 | 5% | -1% | -5 | -1% | 3% | -1.6 | ? | 0.7
COc1ccccc1-n1c(CNC(=O)c2cccs2)n[nH]c1=S | 7% | -12% | 0 | -9% | 17% | -2.5 | -4% | 1.2
COc1ccc(CN(CCN(C)C)Cc2ccccc2)c(OC)c1 | -4% | 4% | · | 3% | 3% | -1.4 | -6% | 0.8
O=C(O)CSc1nnc(COc2cccc3cccnc23)n1-c1cccc(C(F)(F)F)c1 | -2% | 5% | 4 | -10% | 1% | -0.1 | 2% | -0.1
COc1ccc(NS(=O)(=O)c2ccc3nc(COc4ccc(C#N)cc4)[nH]c3c2)cc1 | 4% | -4% | -27 | -12% | 4% | -2.5 | ? | 0.1
CN(Cc1ccccc1)C(=O)COC(=O)Cn1cnc2ccccc21 | 16% | 5% | 5 | -1% | 10% | -1.7 | -7% | 1.1
CCc1sc(C(=O)N2CCc3ccccc32)cc1C | 6% | -21% | -1 | -5% | 20% | -2.6 | -14% | 0.2
COc1ncc(C2=CC(=O)CC(C)(C)C2)cn1 | -10% | 3% | -6 | 5% | 12% | -0.7 | -7% | 0.2
O=C1CSC(c2ccccc2[N+](=O)[O-])N1c1ccccc1 (configuration not stated) | 15% | 12% | 3 | -4% | 2% | 0.3 | -7% | -0.2
COc1ccc(S(=O)(=O)Nc2cccc(-c3ccc4nncn4n3)c2)c(OC)c1 | -5% | 0% | -4 | -24% | 0% | -0.7 | 17µM* | -4.2

Already shown: twelve of the compounds above.
SMILES | EPAC1 agonist | EPAC1 antagonist | PI5P4Ka inh | WRN inhibitor | EPAC2 agonist | CCT modulator | PLK1 PBD inh | IL-2 act
CCOC(=O)COc1ccc2ccccc2c1/C=C/[N+](=O)[O-] | -2% | -1% | 4 | ? | 3% | 0.3 | 6µM* | 2.0
Cc1ccc2c(c1)NC(=O)C(CC(=O)NCc1ccc(F)cc1)O2 (configuration not stated) | 0% | -3% | 3 | -1% | 4% | -1.4 | -15% | -0.7
O=c1c2cc(Cl)ccc2[nH]c(=S)n1Cc1cccs1 | 5% | -1% | -5 | -1% | 3% | -1.6 | ? | 0.7
COc1ccccc1-n1c(CNC(=O)c2cccs2)n[nH]c1=S | 7% | -12% | 0 | -9% | 17% | -2.5 | -4% | 1.2
COc1ccc(CN(CCN(C)C)Cc2ccccc2)c(OC)c1 | -4% | 4% | · | 3% | 3% | -1.4 | -6% | 0.8
O=C(O)CSc1nnc(COc2cccc3cccnc23)n1-c1cccc(C(F)(F)F)c1 | -2% | 5% | 4 | -10% | 1% | -0.1 | 2% | -0.1
COc1ccc(NS(=O)(=O)c2ccc3nc(COc4ccc(C#N)cc4)[nH]c3c2)cc1 | 4% | -4% | -27 | -12% | 4% | -2.5 | ? | 0.1
CN(Cc1ccccc1)C(=O)COC(=O)Cn1cnc2ccccc21 | 16% | 5% | 5 | -1% | 10% | -1.7 | -7% | 1.1
CCc1sc(C(=O)N2CCc3ccccc32)cc1C | 6% | -21% | -1 | -5% | 20% | -2.6 | -14% | 0.2
COc1ncc(C2=CC(=O)CC(C)(C)C2)cn1 | -10% | 3% | -6 | 5% | 12% | -0.7 | -7% | 0.2
O=C1CSC(c2ccccc2[N+](=O)[O-])N1c1ccccc1 (configuration not stated) | 15% | 12% | 3 | -4% | 2% | 0.3 | -7% | -0.2
COc1ccc(S(=O)(=O)Nc2cccc(-c3ccc4nncn4n3)c2)c(OC)c1 | -5% | 0% | -4 | -24% | 0% | -0.7 | 17µM* | -4.2
